TRPML3 agonist = human mucolipin-3 channel agonism. 0.29% of 220,000 active. Q8TDD5. AID 1448. activation, % at 3 µM. HEK293 TRPML3-YFP, Fluo-8 calcium fluorescence; 100% = the carbachol control signal;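 active = activation above its plate's cutoff, the mean activation of the plate's test wells plus 3 SD, cut at about 12% in these data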;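 note: 0% = DMSO only wells and 100% = carbachol wells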
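Test system: TRPML3-YFP stable HEK293 cells. Doses: single point at 3 µM. Incubation: dye loading 1 h 37 °C then 30 min ambient, 125 s read. Signal: Fluo-8 calcium dye fluorescence, ex 470-495, em 515-575 nm. Measure: percent activation from peak-to-basal fluorescence ratio, scaled between DMSO and carbachol.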
EBV gp42 inh = inhibitors of Epstein-Barr virus glycoprotein 42. Q1HVG2. Fluorescence polarization binding assay, mP read-out. inhibition, % (tested at 21.74 µM). 0.42% of 220,000 active; in the data active = inhibition above about 50%
Mdm2 ligase inh = blocks human Mdm2 ubiquitin ligase activity; cell-based MDM2 ubiquitination luciferase reporter, 2 h; 0 = plate control, 100 = twice control, blank-subtracted; 0.11% of 210,000 active; signal enhancement, % at 5 µM; Q00987;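 active = signal enhancement of 30% or more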;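 note: luminescence tracks abundance of the self-degrading MDM2-luciferase fusion protein; higher signal means inhibition of MDM2 E3 ligase activity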
Target sequence (Q00987 whole entry, looked up, the tested form may be a part): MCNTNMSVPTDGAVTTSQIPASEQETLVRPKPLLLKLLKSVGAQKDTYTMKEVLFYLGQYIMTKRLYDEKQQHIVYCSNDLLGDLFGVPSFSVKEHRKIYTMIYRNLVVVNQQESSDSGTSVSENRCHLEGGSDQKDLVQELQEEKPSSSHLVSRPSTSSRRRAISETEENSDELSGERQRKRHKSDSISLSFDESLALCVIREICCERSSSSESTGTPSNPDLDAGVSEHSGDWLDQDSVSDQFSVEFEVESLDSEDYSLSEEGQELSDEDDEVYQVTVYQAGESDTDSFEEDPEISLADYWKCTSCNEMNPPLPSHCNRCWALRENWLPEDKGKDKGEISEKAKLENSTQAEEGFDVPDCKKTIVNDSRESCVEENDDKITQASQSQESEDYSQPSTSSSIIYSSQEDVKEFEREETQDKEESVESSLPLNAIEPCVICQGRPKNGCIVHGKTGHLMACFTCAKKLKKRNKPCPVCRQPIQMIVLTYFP
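Assay system: stable mammalian line carrying autodegrading MDM2–luciferase fusion reporter; Input: 2000 cells in each well; Compound dosing: single-point 5 µM; Schedule: 2 h compound exposure at 37 °C; Signal: SteadyLite luciferase luminescence after 15 min room-temperature reagent incubation; Evaluation: % luminescence enhancement versus blank-corrected plate control mean; Benchmarks: plate controls and plate blanks.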
CHOP inh = blocks CHOP induction under ER stress. AID 2732. CHO-K1 CHOP-promoter luciferase, tunicamycin-induced, 15-18 h. 3.8% of 220,000 active. inhibition, % at 10 µM;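 active = compounds that reduced the stress-induced luciferase reporter signal by more than about 70% of percent inhibition, limit read from the data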;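 note: 0% = tunicamycin plus vehicle and 100% = wells without tunicamycin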
zfTRPN1 agonist = activates the zebrafish TRPN1 channel. 0.18% of 220,000 active. HEK293 zebrafish TRPN1-YFP, Fluo-8 calcium fluorescence; 100% = response to 87 µM carbachol. AID 1424. activation, % at 3 µM;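 active = activation above its plate's cutoff, the mean activation of test wells on that plate plus 3 SD, cut at about 19% in these data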;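 note: 0% = DMSO alone and 100% = 87 µM carbachol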
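System: zebrafish TRPN1-YFP in HEK293 cells / Dosing: 3 µM single point / Timing: dye loading 1 h at 37 °C, then 30 min room temperature / Signal: Fluo-8 calcium fluorescence, excitation 470-495 nm, emission 515-575 nm / Read-out basis: percent activation from peak over basal fluorescence ratio, control-normalized / Control set: high carbachol 87 µM, low DMSO alone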
p47phox inh = blocks human p47phox regulatory protein of NADPH oxidases; P14598; p47phox/p22phox peptide binding, fluorescence polarization, 2 h; inhibition, % at 24.7 µM; 0.53% of 220,000 active; AID 1274;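 active = inhibition above about 30%, limit read from the data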;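 note: 0% = p47phox with labelled peptide and 100% = labelled peptide alone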
Target sequence (P14598 whole entry, looked up): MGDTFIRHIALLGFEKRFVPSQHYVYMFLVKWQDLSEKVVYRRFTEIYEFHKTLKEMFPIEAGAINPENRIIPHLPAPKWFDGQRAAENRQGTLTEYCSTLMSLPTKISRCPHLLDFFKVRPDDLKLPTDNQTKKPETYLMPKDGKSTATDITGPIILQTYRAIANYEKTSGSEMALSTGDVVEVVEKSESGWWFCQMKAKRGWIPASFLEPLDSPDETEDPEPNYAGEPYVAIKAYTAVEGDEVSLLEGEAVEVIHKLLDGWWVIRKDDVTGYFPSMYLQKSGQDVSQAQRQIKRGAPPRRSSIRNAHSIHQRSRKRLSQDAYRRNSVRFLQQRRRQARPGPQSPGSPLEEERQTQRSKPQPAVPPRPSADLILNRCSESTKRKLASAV
PPC-1+TRAIL kill = PPC-1 cancer cell killing with TRAIL present. 0.41% of 220,000 active. cell killing (% activity), % at 4 µM. PPC-1 cells + TRAIL, ATPLite viability luminescence;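 active = cell killing above 50% in the first pass at 4 µM, then a duplicate retest at 5 µM averaging 50% or more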;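 note: plate controls were cells with TRAIL plus DMSO for no effect and medium-only wells lacking cells for full effect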
Runt-SMMHC FRET = Runt domain-CBFb-SMMHC interaction inhibition | Q01196+Q13951 | Cerulean-Runt/Venus-CBFb-SMMHC FRET ratio 530/480, 1 h | inhibition, % at 20 µM | 0.74% of 220,000 active | AID 1434;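 active = mean inhibition across duplicate retests at 20 µM reaching about 50%, limit read from the data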;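 note: 0% = DMSO wells and 100% = wells with excess untagged CBFb-SMMHC; inhibitors lower the FRET ratio by blocking Runt binding to CBFb-SMMHC; some results filed as inactive read as strong as hits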
TNF necrop inh = inhibitors of TNF-alpha induced necroptosis in Jurkat FADD-/- cells; activation (protection from cell death), % at 10 µM; AID 463075; 0.068% of 220,000 active; Jurkat FADD-/- TNF necroptosis rescue, ATP luminescence, 24 h; 0 = TNF only, 100 = no-TNF cells;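 active = activation, meaning protection from cell death, of at least 50% relative to plate controls; inactive = activation below 50%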;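 note: necroptosis triggered by 40 ng/mL TNF-alpha added together with compound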
* marks the source's active call; other numbers are inactive results; . = no result given.

structure	TRPML3 agonist	EBV gp42 inh	Mdm2 ligase inh	CHOP inh	zfTRPN1 agonist	p47phox inh	PPC-1+TRAIL kill	Runt-SMMHC FRET	TNF necrop inh
CCOc1ccc(NC(=S)N(CCc2c(C)[nH]c3ccccc23)Cc2ccco2)cc1	0.3	4	.	10	-1.8	-14	-3	2	2.0
CC(C)CC(=O)Nc1ccc(C(=O)NNC(=O)C(c2ccccc2)c2ccccc2)cc1	0.3	-11	-27	30	-0.4	-2	11	0	-1.3
CC(C)Cc1cc(C(=O)O)n[nH]1	-0.3	-13	1	30	1.1	1	36	-3	0.6
CCN1CCC(NC(=O)Nc2ccc(F)cc2F)CC1	0.9	1	-11	-5	1.7	-1	-4	-7	1.6
COc1cc(C(c2oc(CO)cc(=O)c2O)c2oc(CO)cc(=O)c2O)cc(OC)c1OC	0.5	-7	20	32	1.1	-9	15	-1	-0.7
COC(=O)c1ccc(Cn2cc(Cl)cn2)cc1	-0.8	-2	-13	4	-1.1	-4	-6	4	5.7
CCOC(=O)Cc1csc(NC(=S)NC(=O)c2cc(OC)cc(OC)c2)n1	0.6	0	-2	-4	0.4	-3	1	4	1.6
Cc1ccc(/C=C/C(=O)Nc2ccc(O)c3c(=O)cc(-c4ccccc4Cl)oc23)cc1	.	-12	-7	-18	.	-2	9	-5	2.0
CC1=C(C(=O)Nc2cc(C)ccn2)C(c2cnn(C)c2)C2=C(CC(c3ccccc3)CC2=O)N1 (configuration not stated)	-0.1	-6	-94	47	1.2	0	13	34	-0.4
Cc1cc(CO)nn1-c1ccc([N+](=O)[O-])cc1	0.1	-7	2	7	0.6	-9	9	-5	-0.7
O=C(CCCN1C(=O)c2cccc3cccc(c23)C1=O)Nc1nccs1	1.1	-10	-2	17	1.4	9	0	-1	4.4
CC(C)C[C@H](NC(=O)c1[nH]cnc1C(=O)N[C@@H](C)c1ccccc1)C(=O)OCc1ccccc1	.	-6	-9	-4	.	-1	23	-6	-1.0
CC1=C(C(=O)NCCCOC(C)C)C2(CCC(C)CC2)OC1=O (configuration not stated)	0.3	-15	-6	12	1.6	-6	-5	4	1.9
COC(=O)c1ccc(C(=O)OC)c(NC(=O)COC(=O)C2CCCCC2)c1	0.4	-24	-8	9	-0.2	-7	18	-11	0.3
Cc1ccc(C2=NC3(CCCC3)N=C2SCC(=O)Nc2ccc3c(c2)OCCO3)cc1	-0.6	-13	.	8	-0.4	-5	3	4	-0.7
Cc1cccc(NC(=S)N2CCC(c3nc4ccccc4o3)CC2)c1	0.9	-2	-8	11	-0.2	-21	5	0	-1.8
CCOC(=O)CSc1nnc(NC(=O)c2cccc(S(=O)(=O)N3CCCC3)c2)s1	-0.2	-2	-8	39	0.2	-5	5	-2	-0.9
C=CCn1c(SCC(=O)Nc2ccc(C(=O)OCC)cc2)nnc1-c1cccs1	0.3	-7	-23	16	1.4	9	13	0	1.3
N/C(CC(=O)NC1CCCCC1)=N\OCC(=O)Nc1ccc(Cl)c(Cl)c1	1.5	-16	.	10	3.5	-36	0	-1	3.0
CCOC(=O)C1=C(C)OC(N)=C(C#N)C1C1CCCCC1 (configuration not stated)	-0.5	-1	-11	52	1.0	1	8	0	0.0
COc1ccc(OC)c(C2=NOC(C(=O)NCc3ccccn3)C2)c1 (configuration not stated)	0.5	-23	-21	3	0.9	3	36	1	-1.6
O=C(Oc1cccc(N2C(=O)CCC2=O)c1)C1CC(=O)N(c2ccc(F)cc2)C1 (configuration not stated)	-0.3	-16	-5	19	0.7	-7	3	0	0.6
O=C(NN(CC(O)COc1ccccc1)CC(O)COc1ccccc1)c1ccccc1 (configuration not stated)	0.1	-6	-4	9	-1.8	9	7	0	3.7
COc1ccc(Cl)cc1C(=O)NCC#N	0.8	6	-35	3	2.4	-2	-5	0	0.6
CCc1nc(OCCN(C)C)c2oc3ccccc3c2n1	0.2	-8	4	6	-0.5	5	9	-8	0.0
Cc1ccc2nc(Cn3cc(C(F)(F)F)cc(Cl)c3=O)cc(=O)n2c1	1.0	-2	-22	21	0.2	-7	-4	0	-0.2
O=C(CN1c2ccccc2Sc2ccccc21)NNC(=O)Nc1ccc(Cl)c(Cl)c1	0.1	-2	-3	20	-0.9	-10	9	-58	1.1
CC(NC(=O)COc1ccc(N(C)S(=O)(=O)c2ccccc2)cc1)c1ccccc1 (configuration not stated)	3.0	4	-15	5	-0.2	-11	-11	0	0.3
CC(C)c1nc(SCC(=O)N2CCOCC2)c2c(=O)n(C)c(=O)n(C)c2n1	0.9	-7	-5	-25	0.9	5	-4	-1	-1.1
O=C(NCc1ccncc1)C(=O)NCc1ccncc1	0.4	-32	-11	8	-0.9	-2	15	-2	-0.1
CCCCC(=O)OCC(=O)Nc1ccc(C)c(F)c1	0.7	-4	-8	34	0.2	-1	-13	3	0.2
CCOc1ccc(NC(=S)NC(C)c2cccs2)cc1 (configuration not stated)	0.6	-3	-19	7	-0.5	-10	2	4	-1.5
O=C1c2ccccc2C(=O)N1OCc1ccc(Cl)cc1	1.3	-8	-7	-29	0.9	-4	3	-8	-0.8
Nc1nc(-c2cccnc2)nn1C(=O)c1ccccc1Cl	0.8	1	-8	9	0.4	-4	-6	1	-3.2
Cc1cc2cc(CNC(=O)c3cccs3)ccc2[nH]1	2.5	-7	-5	-50	1.7	0	33	-9	-0.7
CC(C)(C)c1ccc(C(=O)N2CCN(c3nc4ccccc4o3)CC2)cc1	0.4	-6	-5	63	1.7	-6	13	2	-3.8

Reformatted as labelled records: part of the list above
CCOc1ccc(NC(=S)NC(C)c2cccs2)cc1 (configuration not stated)
  TRPML3 agonist: 0.6	EBV gp42 inh: -3	Mdm2 ligase inh: -19	CHOP inh: 7	zfTRPN1 agonist: -0.5	p47phox inh: -10	PPC-1+TRAIL kill: 2	Runt-SMMHC FRET: 4	TNF necrop inh: -1.5

O=C1c2ccccc2C(=O)N1OCc1ccc(Cl)cc1
  TRPML3 agonist: 1.3	EBV gp42 inh: -8	Mdm2 ligase inh: -7	CHOP inh: -29	zfTRPN1 agonist: 0.9	p47phox inh: -4	PPC-1+TRAIL kill: 3	Runt-SMMHC FRET: -8	TNF necrop inh: -0.8

(continued)
structure	TRPML3 agonist	EBV gp42 inh	Mdm2 ligase inh	CHOP inh	zfTRPN1 agonist	p47phox inh	PPC-1+TRAIL kill	Runt-SMMHC FRET	TNF necrop inh
Cc1ccc(C)c(N2CCN(S(=O)(=O)c3c(C)noc3/C=C/N(C)C)CC2)c1	1.2	-16	-44	33	2.5	-22	-20	-4	-0.9
CC12CC(c3ccccc3O1)N(C(=O)c1ccco1)C(=S)N2c1ccc(F)cc1 (configuration not stated)	0.7	-19	-13	37	-0.6	-11	-4	0	-8.1
O=C(CSc1nnc(-c2cccs2)n1-c1ccccc1)N1CCN(C(=O)c2ccco2)CC1	-0.5	-4	-2	-25	-0.4	-2	3	-5	-5.5
CCOc1ccc(N2C(=O)C(CC(=O)Nc3ccccc3)N(Cc3ccccn3)C2=S)cc1 (configuration not stated)	1.6	-8	-5	10	1.7	-7	17	4	-0.3
CCN(CC)CCCNC1CCS(=O)(=O)C1 (configuration not stated)	0.7	-2	-6	12	1.1	7	-7	-4	-1.0
Cc1cc(Cl)ccc1NC(=O)CCCN1C(=O)CCC1=O	1.0	-14	-10	2	-0.2	-11	15	-4	0.7
O=C(O)c1cnn2c1NC(c1ccc(F)cc1)CC2C(F)(F)F (configuration not stated)	0.6	-15	0	-21	2.4	-2	0	-109	-1.7
CC(=O)c1cccc(NC(=O)c2ccc(OC3CSC3)cc2)c1	2.9	2	-70	-19	5.7	-11	.	0	-1.3
O=C(CN1C(=O)CSC1=O)Nc1ccc(N2CCOCC2)cc1	0.5	-4	5	5	1.0	-12	14	2	-1.4
COC(=O)C1Sc2[nH]c(=O)sc2C2c3ccccc3OC(=O)C12 (configuration not stated)	0.2	-7	-14	6	0.2	-8	-2	-4	1.1
COc1ccccc1NC(=O)c1ccc(-n2cccn2)c([N+](=O)[O-])c1	1.3	2	-6	4	2.0	3	8	-8	-0.4
COc1ccc(OC)c(NC(=S)NCC(c2cccnc2)N2CCOCC2)c1 (configuration not stated)	-0.5	4	-3	9	0.9	-9	6	-6	-0.3
O=C1c2ccccc2C(=O)N1CCCCSc1nnnn1-c1ccccc1	-0.1	8	-14	5	0.4	5	-1	-2	1.0
COc1ccc(NC(=S)N2CCN(C(c3ccccc3)c3ccccc3)CC2)c(OC)c1	-1.2	2	-14	-2	-0.8	-2	29	3	-0.4
COCCNC(=O)C1CCN(S(=O)(=O)c2ccccc2)CC1	0.4	-20	-8	30	-0.2	4	19	-21	-0.8
O=C1CCC(C(=O)Nc2cccc(S(=O)(=O)N3CCOCC3)c2)N1 (configuration not stated)	0.3	-10	-13	15	0.1	-3	14	4	-0.4
COc1cccc(C(=O)CSc2nnc(CNc3nc(-c4ccccc4)cs3)n2C)c1	-0.3	-10	0	28	-0.3	-16	15	-2	-1.0
CSc1nnc(C(C)(C)C)c(=O)n1/N=C/c1c(O)ccc2ccccc12	-0.3	-20	-2	11	0.7	-16	-3	-11	4.9
C=CCN=c1scc(-c2ccc(F)cc2)n1/N=C/c1ccccn1	0.3	5	-6	-15	0.4	3	17	-9	2.5
CCOC(=O)C1(Cc2ccccc2)CCN(Cc2cccc3c2OCO3)CC1	0.8	-7	-10	64	1.3	-1	-3	2	2.3
